Wnt bcat act: activates Wnt/beta-catenin signaling in a reporter cell assay; activation, % at 9.35 µM; 1.2% of 300,000 active; activator, plate reader; in the data active = activation above about 30%, passing the limit was not always enough;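 note: 0% = neutral control wells and 100% = positive control wells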
DAGLB inhibitor: diacylglycerol lipase beta (human) inhibition; Q8NCG7; HEK293T DAGLB membrane lysate, EnzChek fluorogenic substrate; inhibition, % at 5.17 µM; 0.059% of 340,000 active; AID 504411; in the data active = inhibition above about 34%;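 note: 0% = enzyme with vehicle and 100% = wells lacking enzyme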
Target sequence (Q8NCG7 whole entry, looked up): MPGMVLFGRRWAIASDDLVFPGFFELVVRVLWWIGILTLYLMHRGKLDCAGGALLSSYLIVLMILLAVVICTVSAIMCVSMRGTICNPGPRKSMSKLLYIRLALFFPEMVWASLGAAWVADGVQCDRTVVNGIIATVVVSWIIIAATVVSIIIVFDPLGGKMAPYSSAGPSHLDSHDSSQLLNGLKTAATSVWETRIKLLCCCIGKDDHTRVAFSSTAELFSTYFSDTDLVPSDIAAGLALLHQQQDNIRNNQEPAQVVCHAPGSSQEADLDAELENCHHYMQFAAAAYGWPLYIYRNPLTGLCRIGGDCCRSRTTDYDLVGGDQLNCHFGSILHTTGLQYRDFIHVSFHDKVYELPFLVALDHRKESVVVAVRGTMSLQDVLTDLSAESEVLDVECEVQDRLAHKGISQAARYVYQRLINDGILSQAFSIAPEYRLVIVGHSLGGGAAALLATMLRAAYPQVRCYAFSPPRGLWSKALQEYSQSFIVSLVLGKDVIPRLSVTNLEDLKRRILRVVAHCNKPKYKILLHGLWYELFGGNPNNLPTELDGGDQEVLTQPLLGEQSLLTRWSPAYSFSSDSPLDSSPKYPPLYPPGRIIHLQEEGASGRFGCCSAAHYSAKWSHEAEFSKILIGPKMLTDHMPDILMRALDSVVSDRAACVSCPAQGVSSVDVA
Rtt109 HAT inh: C. albicans Rtt109 histone acetyltransferase inhibition | Q5AAJ8 | purified Rtt109/Vps75, ThioGlo CoA-SH fluorescence, 4 h | inhibition, % at 34.9 µM | 0.16% of 330,000 active | AID 540336;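 active = inhibition of at least 50% in every replicate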
Target sequence (Q5AAJ8 whole entry, looked up): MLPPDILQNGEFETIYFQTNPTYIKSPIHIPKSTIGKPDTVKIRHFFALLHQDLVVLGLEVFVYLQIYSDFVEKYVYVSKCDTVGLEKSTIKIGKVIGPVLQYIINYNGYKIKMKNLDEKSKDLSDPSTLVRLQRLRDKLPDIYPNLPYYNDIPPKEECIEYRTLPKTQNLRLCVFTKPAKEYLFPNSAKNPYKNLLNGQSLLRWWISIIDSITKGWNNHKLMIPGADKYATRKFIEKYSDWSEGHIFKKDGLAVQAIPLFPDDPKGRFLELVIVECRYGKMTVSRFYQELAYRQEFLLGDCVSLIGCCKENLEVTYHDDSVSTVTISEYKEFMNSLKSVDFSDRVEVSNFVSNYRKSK
Tat export inh: inhibitors of E. coli Tat protein transport. E. coli MC4100 TorA-mCherry Tat export, fluorescence. inhibition, % at 10 µM. 0.036% of 340,000 active. AID 488895;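 active = mean replicate inhibition at least 50% and at least half of replicates individually reaching 50%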;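 note: exported cargo escapes ClpAP degradation while cytoplasmic cargo is degraded and loses fluorescence; 0% = median of neutral control wells and 100% = median of NaSCN control wells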
E coli growth: counter-screen for AddAB inhibitors: E. coli growth inhibition | E. coli V3065 growth, OD600 absorbance, 18 h | inhibition, % at 11.9 µM | 0.27% of 330,000 active | AID 449728;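 active = inhibition above the campaign's mean inhibition across all tested compounds plus 3 SD, cut at about 9.9% in these data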;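 note: uninfected addAB+ strain grown without phage in ampicillin broth; 0% = DMSO wells and 100% = ciprofloxacin 0.95 µg/ml wells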
PvdQ acylase: blocks Pseudomonas aeruginosa PvdQ acylase activity. 0.063% of 340,000 active. inhibition, % at 10 µM. purified PvdQ acylase, fluorescence plate reader. AID 488965; in the data active = inhibition above about 30%, passing the limit was not always enough;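 note: 0% = vehicle neutral wells and 100% = reference inhibitor wells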
phage Ecoli inh: E. coli growth loss with phage present; inhibition, % at 11.9 µM; growth absorbance; 0.26% of 360,000 active; in the data active = inhibition above about 11%
PfHsp90 yeast 2: reduces growth (ATP signal) of yeast expressing P. falciparum Hsp90 | inhibition, % at 9.4 µM | 0.32% of 310,000 active | S. cerevisiae expressing PfHsp90, BacTiter-Glo ATP, 48 h; yeast lacking PDR1 and PDR3 efflux regulators | AID 504621;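 active = every replicate shows inhibition above about 80%, whatever the replicate mean, limit read from the data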;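 note: 0% = DMSO neutral controls and 100% = 20 µM radicicol positive controls; yeast relying on Plasmodium falciparum Hsp90 in place of its own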
CAL PDZ inh: blocks peptide binding to human CAL PDZ domain | Q9HD26 | purified CAL PDZ, TMR-peptide fluorescence polarization, 1 h | inhibition, % at 20 µM | 0.02% of 330,000 active | AID 504414;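 active = highest replicate inhibition of at least 40%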;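 note: plate controls were DMSO neutral control wells for no effect and unlabeled competitor peptide control wells for full effect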
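Material – purified CerCALP PDZ construct · Detection – FP readout, S and P plane fluorescence · Measure – percent inhibition from loss of millipolarization · Controls – unlabelled peptide for full inhibition, DMSO wells as neutral · Probe or stimulus – TMR-labelled reporter peptide T*-PRC34 bound in PDZ groove · Times – 1 h at RT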
AddAB inh: less growth of phage-infected E. coli with AddAB | E. coli expressing H. pylori AddAB, absorbance growth | inhibition, % at 11.9 µM | 0.29% of 330,000 active; in the data active = inhibition above about 12%;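 note: 0% = vehicle wells of infected cells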
* marks the source's active call; other numbers are inactive results; / = no result given; & = joins results of further samples.

SMILES	Wnt bcat act	DAGLB inhibitor	Rtt109 HAT inh	Tat export inh	E coli growth	PvdQ acylase	phage Ecoli inh	PfHsp90 yeast 2	CAL PDZ inh	AddAB inh
Cc1occc1-c1nnc(SCC(=O)Nc2ccc(F)cc2)n1C	-2	-1	10	6	-0.6	6	-0.8	4	-2.0	1.5
O=C(C[C@@H]1C/C=C/CCCC(=O)O[C@H](c2ccccc2)CNC1=O)N[C@H](CO)Cc1ccccc1	-3	1	-2	-6	-0.4	-1	3.1	-1	0.2	1.4
CNC(=O)CSc1nnnn1-c1ccc2c(c1)OCCO2	-7	4	-3	-6	0.1	-10	2.2	3	-0.3	-0.8
CCCCn1c(CCNC(=O)c2ccco2)nc2ccccc21	4	-1	1	-2	-1.0	1	3.4	-6	0.5	0.8
CCCc1nc(NCc2ccccc2)c(C#N)c2c1CCCC2	/	-18	1	6	2.0	-20	4.5	-17	-2.6	1.0
COc1ccc(NC(=O)Cn2nnc(C(=O)NCc3cccs3)c2N)cc1OC	-1	-3	-7	-5	-1.2	5	0.7	-21	-0.1	3.0
CCOC(=O)C(/C(N)=N/C(=O)Nc1ccccc1)=C(\C)O	-3	-7	/	-5	1.2	9	3.0	-12	-2.7	-0.1
Cc1nn(Cc2ccccc2Cl)c(C)c1NC(=O)c1nc2ncccn2n1	/	0	4	-1	-1.4	-3	-0.4	-14	0.3	2.7
O=C(CN1CCN(c2ccc(O)cc2)CC1)Nc1cc([N+](=O)[O-])ccc1Cl	-3	4	-2	5	0.0	3	0.0	-9	-0.6	2.1
O=c1c2ccccc2oc2nc3n(c(=O)c12)CCCS3	/	-1	/	-3	2.4	-9	-0.9	-15	-3.2	2.6
COc1ccccc1NC(=O)C1=C(C)NC(=O)NC1c1ccco1 (stereo not drawn)	0	-2	-3	-7	0.2	-1	0.9	11	-0.1	0.1
COc1ccccc1CNC(=O)N1CCN(S(=O)(=O)c2ccccc2)CC1	1	-2	-4	7	-2.0	-14	2.4	-20	0.6	2.6
COc1ccc(C(=O)N/N=C/c2cc3ccccc3[nH]c2=O)cc1	2	3	-4	1	0.3	0	1.7	-14	-6.7	2.5
Cc1ccc(/C=C2/SC(=S)N(c3ccc(S(=O)(=O)Nc4nccs4)cc3)C2=O)cc1	0	14	26	3	1.7	7	-0.5	-7	0.9	6.9
O=[N+]([O-])c1ccc(Cl)c(S(=O)(=O)n2ccnc2)c1	8	2	-5	-5	1.1	11	3.8	0	-1.0	-0.3
Cc1ccnc(NS(=O)(=O)c2ccc(NC(=O)C(C)(C)C)cc2)n1	-1	0	2	-4	1.3	-7	1.8	-3	-1.0	0.8
Cc1ccc(SCC(=O)NCC2CCCO2)cc1 (stereo not drawn)	8	-2	-4	-4	1.2	-5	2.4	11	-0.2	1.5
O=C(c1cn(-c2ccccc2)nc1-c1ccccc1)N1CCN(c2ccccn2)CC1	1	-2	16	-1	-0.9	6	3.2	-12	0.4	-0.9
CCN(CC(=O)Nc1cc(Cl)ccc1C)C(=O)Cc1sc(C)nc1-c1ccc(F)cc1	-3	-1	8	-8	0.7	1	0.8	6	-1.7	4.4
COCCN(CCOC)S(=O)(=O)c1ccc(C(=O)Nc2ccncc2)cc1	7	1	3	-4	/	-9	-0.2	-3	0.2	/
COc1ccc(OC)c(S(=O)(=O)N2CCC(C(=O)N3CCOCC3)CC2)c1	-2	0	-3	1	0.9	-10	3.3	4	-0.4	2.1
CCC(C(=O)NCCCN(CC)Cc1ccccc1)n1nc(C)c2sc3ccccc3c2c1=O (stereo not drawn)	-2	-7	17	5	-3.6	-1	-1.8	15	-1.5	1.7
CN(Cc1ccccc1)C(=O)COC(=O)Cc1ccc(Cl)cc1	-1	-2	0	3	1.1	-17	3.9	15	-1.7	-0.8
O=C(CN1C(=O)C2CCCCC2C1=O)Nc1nc2ccc(F)cc2s1 (stereo not drawn)	1	0	8	-2	1.9	2	5.2	2	-3.4	4.1
Cc1ccc2cc(C#N)c(SCC(=O)N3CCCc4ccccc43)nc2c1	/	0	7	4	-6.6	-1	4.4	1	-1.2	2.9
COC(=O)C1=NNC2C(=O)N(C3CCCCC3)C(=O)C12 (stereo not drawn)	0	2	-11	-9	-1.3	-8	-4.0	8	0.0	-0.7
COc1cc(C2NC(=O)N(C)C3=C2C(=O)CCC3)cc(OC)c1OC (stereo not drawn)	-2	0	1	18	-0.7	-1	2.2	17	5.3	-0.1
COc1ccc(OCC(O)CON2C(=O)c3ccccc3C2=O)cc1 (stereo not drawn)	17	-8	0	-1	0.0	-13	2.6	/	-0.6	1.1
CCOC(=O)c1c(NC(=O)CSc2nnc(-c3ccc(OC)cc3)o2)sc2c1CCC2	/	-1	-6	12	-0.3	-10	2.2	19	0.4	0.2
COC(CNC(=O)c1coc2nc3ccccc3nc12)OC	-3	0	-41	-7	1.4	-10	-0.5	-26	-1.6	-0.3
CCN(CC)c1ccc(NC(=O)c2cc3c(OC)cccc3[nH]2)cc1	4	1	0	3	2.8	5	3.9	-14	-0.2	3.7
O=C(CCNc1ccc(Cc2ccncc2)cc1)c1cccc([N+](=O)[O-])c1	3	2	8	-3	-1.3	3	0.8	-1	0.5	-2.2
CN(C)c1nc(N/N=C/c2ccccc2O)nc(Nc2ccc(F)cc2)n1	-19	2	/	-1	-2.9	-6	5.5	16	-0.5	-1.4
COc1ccccc1N=C1NC(=O)/C(=C/c2ccc(N(C)C)cc2)S1	1	-4	-6	3	-0.1	6	-0.7	-6	1.5	1.6
COc1ccccc1N=c1oc2c(OC)cccc2cc1C(=O)NCc1ccco1	/	-2	-8	-2	0.2	-11	/	-5	-0.8	3.0
O=C(c1cccc(F)c1)N1CCN(Cc2ccco2)CC1	/	0	-16	0	-1.4	-17	0.6	55	-0.5	3.1
O=C(O)C1CCN(S(=O)(=O)c2cccc3cccnc23)CC1	0	2	6	3	-1.3	-3	-0.2	-1	-2.5	-0.3
Cc1cc(Br)ccc1OCC(=O)N1CCCCCC1	/	-4	8	6	-0.6	-15	1.1	9	-1.6	0.1
N=c1c2c(n(Cc3ccc(F)cc3)c3c1CCC3)CCC2	-3	2	0	-17	-0.4	3	2.3	/	-0.4	-0.6
Cc1cc(C(=O)Cn2cncn2)c(C)n1CCc1ccc(F)cc1	-5	3	-3	2	-1.6	-7	3.0	3	-4.6	1.0
CC(=O)NC1=NN(C(C)=O)C(C)(c2ccc(Cl)s2)S1 (stereo not drawn)	/	2	-8	6	-0.3	-10	4.3	-5	0.6	0.7
O=C1CC(c2ccc(F)cc2)CC2=C1C=Nc1ccccc1N2 (stereo not drawn)	-2	0	-3	6	0.8	-15	1.1	/	0.3	-0.9
CC(C)(C)NC(=O)NC(=O)CN1CCCCC1	-1	-1	7	6	2.4	-2	1.5	-13	-2.7	-0.2
CCOc1ccc(NC(=S)NN2C(C)CCCC2C)cc1 (stereo not drawn)	/	-2	3	-2	0.6	-12	1.1	6	-2.1	-1.5
CC(=O)/C(=N/Nc1ccccc1[N+](=O)[O-])N1CCCc2ccccc21	-1	/	/	/	2.5	/	3.5	/	/	-0.3
Cc1ccc(O)c(NC(=O)c2noc3c2CCc2ccccc2-3)c1	3	-2	-6	-4	1.9	0	3.2	14	-1.3	2.5
O=C(c1cccc(S(=O)(=O)NCc2ccccc2)c1)N1CCN(c2ccccc2)CC1	-9	1	11	10	-2.9	-8	1.2	11	-0.8	2.2
CCOc1ccc(N(CC(=O)NC2CCCC2)C(=O)c2ccc(C)s2)cc1	3	-2	5	1	-0.9	-11	2.2	-36	-1.2	2.9
Cc1cc(OCc2nnc(SCC(=O)O)n2-c2ccccc2)ccc1Cl	0	0	-3	1	1.6	1	1.3	-5	-0.7	1.5
CCCCNC(=O)CSc1nc2ccsc2c(=O)n1C1CCN(C(=O)OCC)CC1	-1	2	-4	4	-0.3	-8	2.7	/	-0.4	0.2
OC(COc1ccc2ccccc2c1)CN1CCOCC1 (stereo not drawn)	1&1	1&0	-2&6	-6&-2	0.8	-10&-12	1.6&2.2	25&8	-2.9&-0.7	1.2
Cc1ncc([N+](=O)[O-])n1Cc1ccc(Br)cc1	29	2	/	4	0.9	-4	3.4	-9	-2.3	0.8
CCOC(=O)C(C#N)c1ccccn1 (stereo not drawn)	/	-2	5	-1	-0.3	-7	1.4	/	/	2.1
CC1(C)OC2OC(COC(=O)c3ccc([N+](=O)[O-])cc3)C3OC(C)(C)OC3C2O1 (stereo not drawn)	-5	-1	3	9	-0.7	-13	2.9	-2	-1.8	0.9
CS(=O)(=O)c1nc(S(=O)(=O)c2ccc(Cl)cc2)c(N2CCCCC2)s1	-1	-1	7	-3	0.4	2	0.9	14	-1.3	4.2
CCOc1ccc(Br)cc1C(=O)N/N=C/c1cccnc1	-5	0	/	0	1.0	-30	1.6	12	-0.9	1.8
CCCOC1CCCN(C(=O)c2ccc(OC3CCN(C(=O)CCOC)CC3)cc2)C1 (stereo not drawn)	-2	1	-5	2	-1.7	-10	2.6	-1	-2.9	-0.5
O=C(NC1CCCC1)c1c(O)nc2sccn2c1=O	-2	1	1	-1	0.9	-7	4.1	/	-0.5	5.3
COc1ccc(NC(=O)C2CCCN(CCCc3ccccc3)C2)cc1OCC(C)C (stereo not drawn)	-2	-4	17	-1	-1.3	1	-2.4	15	-1.4	0.8
COC(=O)c1ccc(NC(=O)NCCCl)cc1	0	-1	/	-4	0.8	6	1.3	41	-0.6	-0.4
Remaining list, next part.
SMILES	Wnt bcat act	DAGLB inhibitor	Rtt109 HAT inh	Tat export inh	E coli growth	PvdQ acylase	phage Ecoli inh	PfHsp90 yeast 2	CAL PDZ inh	AddAB inh
C/C(C=O)=C/c1ccccc1	-1	-1	3	-3	-0.9	-13	2.4	-4	1.1	3.9
CC1(c2ccc3ccccc3c2)NC(=O)N(CC(=O)N2CCN(S(=O)(=O)c3ccccc3F)CC2)C1=O (stereo not drawn)	-1	-1	-2	-1	0.4	-14	2.8	-8	-0.4	2.0
CCOC(=O)Cc1nnc2c(Nc3ccc(Cl)cc3)nc3nonc3n12	-3	2	-7	-2	-0.2	-20	5.6	-13	-3.2	-1.6
CC1c2ccccc2N(S(=O)(=O)c2ccccc2)C1C (stereo not drawn)	-5	-5	-2	6	/	-12	2.7	1	-0.3	/
COc1ccccc1C(CNC(=O)c1ccc(-c2ccccc2Cl)o1)N1CCCC1 (stereo not drawn)	1	-3	10	0	0.7	2	2.7	-11	-6.9	-2.9
Cc1ccc(S(=O)(=O)/N=C2\C=C(NS(=O)(=O)c3ccccc3)C(=O)c3ccccc32)c(C)c1	2	19	4	-7	/	8	4.0	3	-2.3	/
COc1ccc(Nc2oc(COc3ccc(Cl)cc3)nc2C#N)cc1	-6	0	3	17	-3.1	-9	3.0	-11	-1.9	-0.9
